Compound activity (PubChem BioAssay)
GLP-1R agonist: agonists of human GLP-1 receptor; P43220; HEK293 GLP-1R CRE-luciferase, luminescence, 4-6 h; cells express a hypersensitive GLP-1R form; Potency, µM (top dose mostly 45.6 µM), for inactives: at the highest dose activation, actives largely listed as activators; 380,000 compounds, 0.007% hits; AID 624172; further: potency means the concentration at half of the fitted maximal effect; % of control where 0% means no effect
Target sequence (P43220 whole entry, looked up): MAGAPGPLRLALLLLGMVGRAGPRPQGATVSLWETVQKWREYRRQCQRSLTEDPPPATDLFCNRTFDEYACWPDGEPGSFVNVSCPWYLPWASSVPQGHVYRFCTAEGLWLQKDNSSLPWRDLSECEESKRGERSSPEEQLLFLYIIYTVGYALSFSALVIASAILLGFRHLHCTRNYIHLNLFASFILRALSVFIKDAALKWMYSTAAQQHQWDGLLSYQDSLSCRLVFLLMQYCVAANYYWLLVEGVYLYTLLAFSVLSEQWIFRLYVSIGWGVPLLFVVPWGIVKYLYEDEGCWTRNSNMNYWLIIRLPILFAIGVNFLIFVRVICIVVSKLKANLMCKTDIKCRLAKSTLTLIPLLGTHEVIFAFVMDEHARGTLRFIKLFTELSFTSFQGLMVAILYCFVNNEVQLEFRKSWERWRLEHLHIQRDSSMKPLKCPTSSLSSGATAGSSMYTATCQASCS
D3 ag: activates the human D3 dopamine receptor; P35462; D3R DiscoveRx beta-arrestin cells, luminescence, 90 min; max activation, %; 410,000 compounds, 0.58% hits; AID 652048; in the data active means max activation above about 30%; further: 0% is about no effect; mostly tested at two doses, the higher about 12 µM
Target sequence (P35462 whole entry, looked up): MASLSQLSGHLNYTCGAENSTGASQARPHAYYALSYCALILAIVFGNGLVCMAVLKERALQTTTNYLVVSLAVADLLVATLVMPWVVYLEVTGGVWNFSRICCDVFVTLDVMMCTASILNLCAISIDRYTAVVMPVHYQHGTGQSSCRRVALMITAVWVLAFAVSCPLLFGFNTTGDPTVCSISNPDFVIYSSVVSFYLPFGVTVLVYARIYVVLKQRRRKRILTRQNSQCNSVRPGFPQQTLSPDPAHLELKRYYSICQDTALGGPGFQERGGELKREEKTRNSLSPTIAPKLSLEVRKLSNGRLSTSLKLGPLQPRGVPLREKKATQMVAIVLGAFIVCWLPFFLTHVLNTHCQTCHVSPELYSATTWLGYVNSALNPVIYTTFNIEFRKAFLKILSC
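Agonist-mode cell screen: cells plated at 1500/well and incubated overnight at 37 °C, then exposed to library compounds for 90 min at 37 °C. Detection reagent was added for 30–60 min at room temperature, and luminescence was read.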
HT1080 IDH1KD tx: kills HT-1080 cells with IDH1 knockdown; Potency, µM (top dose mostly 46.1 µM), for the others: top-dose activity, negative = toxicity, actives largely listed as cytotoxic; AID 686971; 360,000 compounds, 2% hits; HT-1080 IDH1 knockdown viability, ATP luminescence, 48 h;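 further: potency means the concentration at half of the fitted maximal effect; 0% = DMSO wells and -100% = cell-free medium wells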
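IDH1KD HT-1080 cells, 750/well, RPMI + 5% FBS; compound pinned after 2 h settling; 48 h, 37 °C; CellTiter-Glo luminescence; % activity normalised to DMSO and no-cell wells; curves fitted, classed by r2 and efficacy.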
HT1080-NT tox: kills 2HG-producing HT-1080-NT fibrosarcoma cells; HT-1080-NT fibrosarcoma viability, CellTiter-Glo ATP luminescence, 48 h; Potency, µM (titrated, usually from 46.1 µM), for the others: top-dose activity, negative = less viability, actives largely listed as cytotoxic; 360,000 compounds, 1.6% hits; AID 686970;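 further: NT is the 2HG producing partner of a matched IDH1 knockdown line; potency means the concentration at half of the fitted maximal effect; 0% = DMSO-treated cells and -100% = media-only wells without cells; nearly all actives have a fitted effect of over 55% in size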
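750 cells/well, RPMI + 5% FBS; 2 h settle, compound pin-transfer, 48 h at 37 degrees C. CellTiter-Glo 10 min RT, luminescence. Normalized to DMSO and media-only wells.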
SW480 rereplic: induces DNA re-replication in SW480 colon adenocarcinoma cells; 340,000 compounds, 1.8% hits; SW480 DNA re-replication, Hoechst DNA content imaging, 48 h; Potency, µM (highest dose often 46.1 µM), for the others: top-dose re-replication activation, most hits filed as activators; AID 624297; further: potency means the concentration at half of the fitted maximal effect; % of control where 0% means no effect; nearly all actives have a fitted effect of over 55% in size
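Cells (250 per well) received 23 nL compound or DMSO by pin tool and were kept 48 hr at 37 C, 5% CO2. Nuclei were then stained with Hoechst for 40 min and scanned for DNA content.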
* hit, by the source's call; u = inconclusive; x = not tested or not shown. Unless noted, the call rests on the fitted dose curve; in most records, active means well fitted curve in the direction sought with a large enough effect; inconclusive means small, poorly fitted or top-dose-only effect, or another doubt; inactive means no such curve, though single readings can be large; an effect the other way counts as inactive or inconclusive. These rows are one share of the data; the hit share may differ from the screen's.

compound	HT1080-NT tox	HT1080 IDH1KD tx	GLP-1R agonist	D3 ag	SW480 rereplic
C[C@@]12CCC[C@H]1[C@@H]1CC[C@H]3C[C@@H](O)CC[C@]3(C)[C@H]1CC2	x	x	4%	3	x
CCOC(=O)OCC/C(SC(=O)OCC)=C(\C)N(C=O)Cc1cnc(C)nc1N	x	x	5%	-2	x
O=C(OCC(COC(=O)c1cccnc1)(COC(=O)c1cccnc1)COC(=O)c1cccnc1)c1cccnc1	x	x	1%	5	x
Cc1nnc(C(=O)NC(C)(C)c2nc(C(=O)NCc3ccc(F)cc3)c(O)c(=O)n2C)o1	x	x	13%	4	x
CC(C)[C@H](NC(=O)[C@H](CC(=O)O)NC(=O)[C@H](CCCCN)NC(=O)[C@@H](N)CCCN=C(N)N)C(=O)N[C@@H](Cc1ccc(O)cc1)C(=O)O	x	x	x	-22	-8%
Cc1ccc(S(=O)(=O)C2CCN(c3nc(-c4cccs4)nc4ccccc34)CC2)cc1	-1%	19%	x	x	x
COCCCCOc1cc2nc(N3CCCN(C)CC3)nc(NC3CCN(C)CC3)c2cc1OC	-15%	8%	x	x	x
O=C(NNc1ccccc1F)c1sccc1Cl	u	u	x	x	x
Cc1ccc(S(=O)(=O)N2CCN(c3nc(-c4ncco4)nc4ccccc34)CC2)cc1	-9%	-7%	x	x	x
CCCN1CNc2c(c(=O)[nH]c(=S)n2CCc2cc(OC)cc(OC)c2)C1	1%	13%	x	x	x
Cc1ccc(S(=O)(=O)N2CCN(c3ccnc(-c4cccs4)n3)CC2)cc1	1%	1%	x	x	x
COc1ccc(CCc2c[nH]c(=O)c3cncnc23)cc1OC	1%	-2%	x	x	x
Cc1ccc(CC(=O)NO)cc1	-2%	19%	x	x	x
O=C(Cc1ccc(F)cc1)NO	17%	20%	x	x	x
c1csc(-c2nc(N3CCN(Cc4ccc5c(c4)OCCO5)CC3)c3ccccc3n2)c1	-2%	6%	x	x	x
COc1cc2nc(Cl)nc(NC3CC3)c2cc1OC	-6%	-9%	x	x	x
COc1ccc(CCn2c(=S)[nH]c(=O)c3[nH]cnc32)cc1OC	3%	15%	x	x	x
CC(C)(C)c1cccc(S(=O)(=O)N2CCN(c3nc(-c4cccs4)nc4ccccc34)CC2)c1	17%	4%	x	x	x
COc1cc2cncnc2cc1OCCCCC(N)=O	0%	18%	x	x	x
COc1ccc(-c2nc3ccccn3c2Nc2ccccc2C)cc1	-26%	-21%	x	x	x

Given with values under each structure: 19 of the compounds above.
Second line of a record – HT1080-NT tox	HT1080 IDH1KD tx	GLP-1R agonist	D3 ag	SW480 rereplic
- CCOC(=O)OCC/C(SC(=O)OCC)=C(\C)N(C=O)Cc1cnc(C)nc1N
  x	x	5%	-2	x
- O=C(OCC(COC(=O)c1cccnc1)(COC(=O)c1cccnc1)COC(=O)c1cccnc1)c1cccnc1
  x	x	1%	5	x
- Cc1nnc(C(=O)NC(C)(C)c2nc(C(=O)NCc3ccc(F)cc3)c(O)c(=O)n2C)o1
  x	x	13%	4	x
- CC(C)[C@H](NC(=O)[C@H](CC(=O)O)NC(=O)[C@H](CCCCN)NC(=O)[C@@H](N)CCCN=C(N)N)C(=O)N[C@@H](Cc1ccc(O)cc1)C(=O)O
  x	x	x	-22	-8%
- Cc1ccc(S(=O)(=O)C2CCN(c3nc(-c4cccs4)nc4ccccc34)CC2)cc1
  -1%	19%	x	x	x
- COCCCCOc1cc2nc(N3CCCN(C)CC3)nc(NC3CCN(C)CC3)c2cc1OC
  -15%	8%	x	x	x
- O=C(NNc1ccccc1F)c1sccc1Cl
  u	u	x	x	x
- Cc1ccc(S(=O)(=O)N2CCN(c3nc(-c4ncco4)nc4ccccc34)CC2)cc1
  -9%	-7%	x	x	x
- CCCN1CNc2c(c(=O)[nH]c(=S)n2CCc2cc(OC)cc(OC)c2)C1
  1%	13%	x	x	x
- Cc1ccc(S(=O)(=O)N2CCN(c3ccnc(-c4cccs4)n3)CC2)cc1
  1%	1%	x	x	x
- COc1ccc(CCc2c[nH]c(=O)c3cncnc23)cc1OC
  1%	-2%	x	x	x
- Cc1ccc(CC(=O)NO)cc1
  -2%	19%	x	x	x
- O=C(Cc1ccc(F)cc1)NO
  17%	20%	x	x	x
- c1csc(-c2nc(N3CCN(Cc4ccc5c(c4)OCCO5)CC3)c3ccccc3n2)c1
  -2%	6%	x	x	x
- COc1cc2nc(Cl)nc(NC3CC3)c2cc1OC
  -6%	-9%	x	x	x
- COc1ccc(CCn2c(=S)[nH]c(=O)c3[nH]cnc32)cc1OC
  3%	15%	x	x	x
- CC(C)(C)c1cccc(S(=O)(=O)N2CCN(c3nc(-c4cccs4)nc4ccccc34)CC2)c1
  17%	4%	x	x	x
- COc1cc2cncnc2cc1OCCCCC(N)=O
  0%	18%	x	x	x
- COc1ccc(-c2nc3ccccn3c2Nc2ccccc2C)cc1
  -26%	-21%	x	x	x

Continued.
compound	HT1080-NT tox	HT1080 IDH1KD tx	GLP-1R agonist	D3 ag	SW480 rereplic
Cc1ccc2nc(-c3ccc(C)o3)c(Nc3ccc(Cl)cc3)n2c1	25%	4%	x	x	x
CC(=O)NC(Cc1c(F)c(F)c(F)c(F)c1F)C(=O)NCC(N)C(=O)c1ccccc1 (stereo not given)	15%	-3%	x	x	x
O=C(c1ccc2c(c1)OCCO2)N1CCN(c2nc(-c3cccs3)nc3ccccc23)CC1	-19%	-11%	x	x	x
COc1ccc(C(=O)N(Cc2ccccc2)Cc2ccc(OC)c(COc3ccc(NC(C)=O)cc3)c2)cc1	0%	-3%	x	x	x
CS(=O)(=O)N1CCN(c2nc(-c3cccs3)nc3ccccc23)CC1	-24%	-22%	x	x	x
Cc1ccc(S(=O)(=O)N2CCN(c3nc(-n4cccn4)nc4ccccc34)CC2)cc1	-27%	-21%	x	x	x
COc1cc2nc(N3CCN(C)CC3)nc(NC3CCN(Cc4ccccc4)CC3)c2cc1OC	u	11µM*	x	x	x
O=C(Cc1cccc2ccccc12)NO	0%	8%	x	x	x
CCCN1CNc2c(c(=O)[nH]c(=S)n2CCc2ccccc2Cl)C1	5%	7%	x	x	x
COc1cc2nc(N3CCCCC3)nc(NC3CCN(Cc4ccccc4)CC3)c2cc1OC	14µM*	10µM*	x	x	x
O=C1OCCC1Sc1nnc2c(n1)[nH]c1ccccc12 (stereo not given)	2%	8%	x	x	x
O=S(=O)(c1ccc2ncccc2c1)N1CCN(c2nc(-c3cccs3)nc3ccccc23)CC1	3%	7%	x	x	x
COc1cc2nc(C#N)nc(N)c2cc1OC	21%	16%	x	x	x
COc1ccc(CN(CCCN)c2ccc(Br)cn2)cc1	u	u	x	x	x
Cc1cc(Oc2ccc(Cl)cc2Cl)nc(C#N)n1	-19%	-26%	x	x	x
COc1cc2nc(NC3CCN(Cc4ccccc4)CC3)nc(N3CCCN(C)CC3)c2cc1OC	6.3µM*	2.8µM*	x	x	x
O=S(=O)(c1cccc2ccccc12)N1CCN(c2nc(-c3cccs3)nc3ccccc23)CC1	7%	20%	x	x	x
COc1cc2nc(N(C)C)nc(NC3CCN(C)CC3)c2cc1OC	u	u	x	x	x
COc1cc2nc(N3CCCN(C)CC3)nc(NC3CCOCC3)c2cc1OC	-16%	-12%	x	x	x
Cc1ccc(-c2nc3cccc(C)n3c2Nc2ccc(F)cc2)o1	-19%	-20%	x	x	x

Limited to HT1080-NT tox (2 entries from above):
SMILES | HT1080-NT tox
Cc1ccc2nc(-c3ccc(C)o3)c(Nc3ccc(Cl)cc3)n2c1 | 25%
CC(=O)NC(Cc1c(F)c(F)c(F)c(F)c1F)C(=O)NCC(N)C(=O)c1ccccc1 (stereo not given) | 15%

Additional results
compound	HT1080-NT tox	HT1080 IDH1KD tx	GLP-1R agonist	D3 ag	SW480 rereplic
Cc1ccc(CNC(=O)COC(=O)c2ccccc2OCC(=O)Nc2ccc(Br)cc2)cc1	-4%	-4%	x	x	x
CCCN1CNc2c(c(=O)[nH]c(=S)n2CCC(C)(C)C)C1	-10%	-15%	x	x	x
Cc1sc(NCc2ccccc2)nc1-c1ccccc1	1%	3%	x	x	x
COc1cc2nc(N3CCN(C)CC3)nc(NC3CC3)c2cc1OC	-9%	-12%	x	x	x
NCCN(Cc1ccc(Cl)c(Cl)c1)c1ccc(Br)cn1	11µM*	10µM*	x	x	x
c1ccc(Cn2nnc3c(N4CCCCC4)ncnc32)cc1	0%	-5%	x	x	x
CCCN1CNc2c(c(=O)[nH]c(=S)n2CCc2cccc(Cl)c2Cl)C1	-20%	-17%	x	x	x
O=C(NNc1ccccc1)c1sc2ccccc2c1Cl	-15%	u	x	x	x
NCCCNc1ccc(Br)cn1	23%	5%	x	x	x
O=S(=O)(c1ccc2ncsc2c1)N1CCN(c2nc(-c3cccs3)nc3ccccc23)CC1	16%	18%	x	x	x
O=[N+]([O-])c1ccccc1S(=O)(=O)N1CCN(c2nc(-c3ccccc3)nc3ccccc23)CC1	22%	23%	x	x	x
COc1ccc(-c2nc3ccc(NC(C)=O)cc3c(=O)n2Cc2ccccc2)cc1COc1ccc(NC(C)=O)cc1	4%	0%	x	x	x
Cc1ccc2nc(-c3ccc(C)o3)c(NC3CCCC3)n2c1	-22%	-16%	x	x	x
Cc1ccc(S(=O)(=O)N2CCN(c3nc(-c4ccnnc4)nc4ccccc34)CC2)cc1	4%	11%	x	x	x
COc1ccc(Cn2c(=O)[nH]c3cc(C(=O)N4CCN(C(=O)c5ccco5)CC4)ccc3c2=O)cc1	5%	3%	x	x	x
CC(=O)c1cccc(NC(=O)COC(=O)c2ccccc2OCc2cccc(Br)c2)c1	-5%	2%	x	x	x
Cc1ccc(S(=O)(=O)N2CCN(c3nc(-c4cccs4)cc4ccccc34)CC2)cc1	13%	3%	x	x	x
CC(=O)N(c1ccc2ccccc2c1)C1SC(=O)N(c2cccc(C)c2)C1=O (stereo not given)	24%	0%	x	x	x
CCOC(=O)c1ccccc1S(=O)(=O)N1CCN(c2nc(-c3cccs3)nc3ccccc23)CC1	15%	23%	x	x	x
O=C(COc1ccccc1C(=O)Nc1ccccc1)Nc1cccc(Cl)c1	-27%	-17%	x	x	x

Compound profiles, from the list above. Order of values: HT1080-NT tox, HT1080 IDH1KD tx, GLP-1R agonist, D3 ag, SW480 rereplic
CC(=O)c1cccc(NC(=O)COC(=O)c2ccccc2OCc2cccc(Br)c2)c1 is listed as -5%, 2%, x, x, x
Cc1ccc(S(=O)(=O)N2CCN(c3nc(-c4cccs4)cc4ccccc34)CC2)cc1 is listed as 13%, 3%, x, x, x
